Screens from PubChem.
TDP2 inh = human TDP2 enzyme inhibitors, primary screen, biochemical, epi absorbance, recombinant enzyme. hit rate 0.34% among 370,000. inhibition, % at 12.8 µM. Tyrosyl-DNA phosphodiesterase 2 (Homo sapiens), O95551. T5PNP hydrolysis, p-nitrophenol absorbance 415 nm;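 active means inhibition above the mean of all tested compounds plus 3 SD, set per campaign, cut at about 25% in these data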;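 further: 0% = DMSO with enzyme and 100% = buffer with substrate but no TDP2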
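Assay system: recombinant human TDP2 / Reagent: T5PNP substrate at 5 mM, a TopII-DNA adduct mimic / Measured by: epi absorbance from released p-nitrophenol / Evaluation: % inhibition relative to enzyme-containing and enzyme-free wells / Control set: enzyme-free and DMSO wells / Replicates: each compound tested once, singlicate / Schedule: enzyme reaction with compound for 2 h at 37 °C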
proKLK7 act = proKLK7 zymogen activators, primary screen, biochemical, fluorescence intensity | purified proKLK7, EDANS-DABCYL substrate fluorescence; 100% is mature enzyme control, 0% vehicle | activation, % at 7 µM | hit rate 0.9% among 370,000 | AID 652039, 2013;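 active means activation above the mean of all tested compounds plus 3 SD, computed per campaign excluding outliers beyond control limits, cut at about 13% in these data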
TCR-CD3 inh = inhibitors of human TCR-CD3 interaction, primary screen, biochemical, fluorescence, TAMRA-labeled TCR probe; T-cell receptor (TCR); inhibition, % at 9.4 µM; hit rate 0.37% among 360,000; AID 651800, 2012; in the data active means inhibition above about 19%;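 further: recombinant mutant TCR 2C K166C tagged with TAMRA read by polarization; 0% = receptor in buffer alone and 100% = receptor with positive control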
UHRF1 binding = UHRF1 methylated DNA binding inhibitors, primary screen, counter-screen for MBD2 inhibitor project, biochemical, TR-FRET, human UHRF1, single concentration. E3 ubiquitin-protein ligase UHRF1 (Homo sapiens), Q96T88. UHRF1 binding to methylated oligo. inhibition, % at 4.4 µM. hit rate 0.75% among 370,000; in the data active means inhibition above about 21%;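 further: UHRF1 SRA domain binding a hemimethylated CpG hairpin DNA probe; 0% = median of test compound wells and 100% = reference inhibitor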
LEDGF integ inh = blockers of LEDGF/p75-dependent integrase strand transfer – biochemical, TR-FRET, high throughput, primary screen; inhibition, % at 3.7 µM; TR-FRET IN-LEDGF/p75 DNA integration, Eu/Cy5; hit rate 0.64% among 370,000; AID 743269, 2014;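 active means inhibition above the screen-wide mean plus 3 SD, cut at about 13% in these data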;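 further: signal is the Cy5 over europium emission ratio at 671 and 618 nm; 0% = plate median of compound wells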
PRMT1 FP inh = PRMT1 methyltransferase inhibitors, primary screen, biochemical, fluorescence polarization; recombinant PRMT1, activity-based probe fluorescence polarization; Protein arginine N-methyltransferase 1 (Homo sapiens), Q99873; inhibition, % at 2.79 µM; hit rate 1.3% among 370,000;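 active means inhibition above about 21% made by adding two undisclosed values, limit read from the data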
DDE Tn7 FP inh = inhibitors of Tn7 peptide binding to fibrin DD(E), primary screen, biochemical, fluorescence polarization, human fibrin, Tn7 probe. inhibition, % at 8.3 µM. hit rate 0.13% among 370,000. AID 720508, 2013. FP displacement of FITC-Tn7 peptide from fibrin DD(E); 0% = median of compound wells per plate. Fibrinogen beta chain (Homo sapiens), P02675;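 active means inhibition above the mean of compounds falling within the control limits plus 3 SD of them, cut at about 14% in these data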;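 further: 0% = plate median of compound wells and 100% = 10 µM Aha-Tn7 peptide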
Target sequence (P02675 whole entry, looked up): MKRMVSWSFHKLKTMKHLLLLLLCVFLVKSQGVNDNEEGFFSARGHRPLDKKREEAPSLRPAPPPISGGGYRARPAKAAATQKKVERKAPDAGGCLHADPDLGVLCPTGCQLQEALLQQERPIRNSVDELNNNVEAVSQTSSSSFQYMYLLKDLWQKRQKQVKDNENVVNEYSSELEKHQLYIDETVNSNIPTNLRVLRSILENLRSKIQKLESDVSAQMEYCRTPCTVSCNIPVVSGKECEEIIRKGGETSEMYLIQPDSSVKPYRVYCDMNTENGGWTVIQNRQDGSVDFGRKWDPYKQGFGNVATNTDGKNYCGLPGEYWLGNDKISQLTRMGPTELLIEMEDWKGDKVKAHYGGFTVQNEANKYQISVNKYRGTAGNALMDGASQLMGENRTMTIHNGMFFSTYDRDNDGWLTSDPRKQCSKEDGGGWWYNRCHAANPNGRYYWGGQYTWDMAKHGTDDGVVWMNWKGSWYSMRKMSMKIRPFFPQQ
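system = human fibrin DD(E) protein | quantity = DD(E) 2 µM final | medium = Tris/NaCl/CaCl2 buffer, pH 7.8 | also added = labelled Tn7 tracer, 0.1 µM | compound dosing = single point at 8.3 µM | timing = compound with protein 10 min, then 3 h after probe, room temperature | signal = FP measurement | benchmarks = Aha-Tn7 high control | repeats = one replicate per compound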
SIAE primary = human SIAE inhibitors, primary screen, biochemical, fluorescence polarization, FP-Rh probe, 1536-well HTS; inhibition, % at 9.66 µM; AID 1053197, 2014; hit rate 0.69% among 370,000; SIAE FP-Rh probe binding;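 active means inhibition above a cutoff: mean of compounds within the control limits plus 3 SD of those, cut at about 17% in these data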;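 further: 0% = plate median of compound wells and 100% = probe without SIAE protein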
DDE Tn6 FP inh = inhibitors of Tn6 peptide binding to fibrin DD(E), primary screen, biochemical, fluorescence polarization, human fibrin, Tn6 probe | Fibrinogen beta chain (Homo sapiens), P02675 | Fibrin DD(E) TRITC-Tn6 fluorescence polarization displacement | inhibition, % at 8.3 µM | hit rate 0.21% among 370,000 | AID 720509, 2013;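 active means inhibition above a per-campaign cutoff: mean of compounds within control limits plus 3 SD, cut at about 15% in these data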;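 further: 0% = median of all compound wells on the plate and 100% = blocking peptide control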
MBD2 inh = inhibitors of MBD2 binding to methylated DNA, primary screen, biochemical, TR-FRET, DNA-binding domain, human; Methyl-CpG-binding domain protein 2 (Homo sapiens), Q9UBB5; MBD2 binding to methylated oligonucleotide; inhibition, % at 4.4 µM; hit rate 0.31% among 370,000; in the data active means inhibition above about 13%
Target sequence (Q9UBB5 whole entry, looked up, the tested form may be a part): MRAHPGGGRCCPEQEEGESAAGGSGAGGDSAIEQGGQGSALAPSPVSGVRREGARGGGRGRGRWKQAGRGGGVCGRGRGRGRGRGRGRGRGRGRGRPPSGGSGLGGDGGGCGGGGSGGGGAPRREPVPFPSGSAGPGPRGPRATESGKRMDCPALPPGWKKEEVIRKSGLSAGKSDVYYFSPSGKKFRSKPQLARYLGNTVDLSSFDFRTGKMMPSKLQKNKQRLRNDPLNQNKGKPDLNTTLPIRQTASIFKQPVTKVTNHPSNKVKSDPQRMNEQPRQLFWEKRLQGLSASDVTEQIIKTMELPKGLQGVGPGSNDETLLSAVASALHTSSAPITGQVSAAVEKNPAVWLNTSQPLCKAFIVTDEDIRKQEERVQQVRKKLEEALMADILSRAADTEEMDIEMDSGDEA
* hit, by the source's call; . = no result given.

SMILES	TDP2 inh	proKLK7 act	TCR-CD3 inh	UHRF1 binding	LEDGF integ inh	PRMT1 FP inh	DDE Tn7 FP inh	SIAE primary	DDE Tn6 FP inh	MBD2 inh
CC(=O)NS(=O)(=O)c1ccc(N=NN2CCOCC2)cc1	-19	0.6	-3	6	6	1	-2	1	-2	2
C=CCNC(=O)COC(=O)c1ccc(Sc2nncn2C)c([N+](=O)[O-])c1	-3	0.0	6	-1	-10	-1	-2	4	-1	-5
Cc1c(C)[n+](=O)c(-c2cccs2)c(C)n1[O-]	-4	0.6	-4	-1	-1	2	0	0	3	6
CN=C1NC(=O)/C(=C\c2cc(C)n(-c3ccccc3F)c2C)S1	-8	.	.	-3	7	7	7	5	-5	-8
CCCCCNC(=O)C1CC(=O)OC12CCCCC2 (stereo not given)	10	0.8	3	-1	0	-3	8	6	1	-6
CCOP(=O)(c1ccc(N(C)C)cc1)C(O)c1cccnc1 (stereo not given)	-8	0.1	-6	0	1	-3	3	4	5	-9
CN(C)c1ccc(CNc2ccc3c(c2)ncn3C(C)(C)C)cc1	1	0.3	3	0	2	-3	-4	18*	-1	1
Cc1cc(C)c(NC(=O)CN2C(=O)NC(CCc3ccccc3)C2=O)c(C)c1 (stereo not given)	0	0.2	-1	0	-4	1	1	2	-1	1
O=C(Nc1ncccc1Cl)C(Sc1ccccc1)c1ccccc1 (stereo not given)	14	-0.1	-1	2	-3	4	-1	-3	8	1
CN(CC(=O)Nc1ccc(Cl)c(C(F)(F)F)c1)C(=O)CC1Sc2ccccc2NC1=O (stereo not given)	-8	-0.5	-2	-2	6	-4	3	-8	-3	-7
Nc1nc(N)c(N=Nc2ccccc2)c(=O)[nH]1	-4	-0.5	-2	-1	-3	-2	1	3	-1	-1
O=C(Nc1nnc(C2CC2)s1)c1ccccn1	-1	0.1	-7	4	-13	-1	8	-5	8	5
CC(/C=C/c1ccco1)=N/NC(=O)OC(C)(C)C	8	-0.3	3	1	-2	6	0	3	0	3
CCOc1ccc(/C(CCC(=O)O)=N/NC(=O)c2cccc(S(=O)(=O)Nc3ccccc3OC)c2)cc1	0	-1.0	5	-3	-1	-1	5	-11	-4	2
O=C(COc1ccc([N+](=O)[O-])cc1)NCc1ccccc1	5	0.8	6	0	1	-5	4	7	2	-5
Cc1cccc(NC(=O)C2CCCN2C(=O)NC2CCCCC2)c1 (stereo not given)	3	-0.9	6	-1	-1	-5	9	0	1	-3
C=C(C)Cn1cnc2cc(C)c(C)cc21	3	-0.4	-2	0	4	-2	-7	5	-4	-1
CC1(C)CCCN(C(=O)c2coc(=O)c(Br)c2)C1	7	-10	-1	62*	22*	7	-1	-1	0	18*
COc1ccc(Cl)cc1C(=O)N/N=C/c1ccc(N2CCOCC2)cc1	0	2.2	-3	-4	-5	3	2	0	-10	2
CC(=O)Nc1c(C(=O)O)[nH]c2ccccc12	6	0.0	4	-5	-2	0	-3	6	-1	-6
O=C(N/N=C1\CC2CC=CC12)c1ccc(O)cc1 (stereo not given)	4	0.4	0	1	-3	1	2	2	-2	-3
S=c1[nH]nc(-c2ccncc2)n1/N=C/C=C/c1ccco1	7	0.0	4	14	18*	17	4	19*	-1	0
CC(=O)C1=C(O)C(=O)N(CCc2ccccc2)C1c1ccccc1[N+](=O)[O-] (stereo not given)	3	0.1	6	2	3	0	4	12	-1	0
CC(C)Oc1ccc(C2CC(=O)N(c3cccc(/C=C/C(=O)O)c3)C2=O)cc1 (stereo not given)	-6	-0.6	0	-3	-1	0	4	0	2	-5
N#Cc1ccc(C(=O)OCC(=O)N2CCCC2)cc1	2	-0.3	5	2	3	-4	3	-1	2	-1
O=C(CCCOc1ccccc1)N1CCc2ccccc2C1	-2	-0.2	12	1	-3	-1	6	3	3	-4
CN(CCOc1ccc(Cl)cc1)C(=O)Cc1ccc(S(=O)(=O)N2CCOCC2)s1	4	0.3	-2	19	3	-2	1	-3	7	-6
O=C(Nc1ccnn1C1CCN(Cc2ccc(O)c(Cl)c2)CC1)C1CCCC1	9	-0.6	5	-3	6	-3	-8	1	-2	0
CC(C)COC(=O)N1CCCC(c2cc(C(=O)Nc3ccccc3Cl)no2)C1 (stereo not given)	5	-0.4	-4	10	-3	3	4	-5	2	5
OCCN1CCN(CC/C=C2/c3ccccc3Sc3ccc(Cl)cc32)CC1	-3	0.4	-6	2	4	8	1	-2	-3	5

In another format: results already given
Structure | TDP2 inh | proKLK7 act | TCR-CD3 inh | UHRF1 binding | LEDGF integ inh | PRMT1 FP inh | DDE Tn7 FP inh | SIAE primary | DDE Tn6 FP inh | MBD2 inh
Cc1cccc(NC(=O)C2CCCN2C(=O)NC2CCCCC2)c1 (stereo not given) | 3 | -0.9 | 6 | -1 | -1 | -5 | 9 | 0 | 1 | -3
C=C(C)Cn1cnc2cc(C)c(C)cc21 | 3 | -0.4 | -2 | 0 | 4 | -2 | -7 | 5 | -4 | -1

Copied from the entries so far (14 entries):
SMILES	TDP2 inh	proKLK7 act	TCR-CD3 inh	UHRF1 binding	LEDGF integ inh	PRMT1 FP inh	DDE Tn7 FP inh	SIAE primary	DDE Tn6 FP inh	MBD2 inh
C=C(C)Cn1cnc2cc(C)c(C)cc21	3	-0.4	-2	0	4	-2	-7	5	-4	-1
CC1(C)CCCN(C(=O)c2coc(=O)c(Br)c2)C1	7	-10	-1	62*	22*	7	-1	-1	0	18*
COc1ccc(Cl)cc1C(=O)N/N=C/c1ccc(N2CCOCC2)cc1	0	2.2	-3	-4	-5	3	2	0	-10	2
CC(=O)Nc1c(C(=O)O)[nH]c2ccccc12	6	0.0	4	-5	-2	0	-3	6	-1	-6
O=C(N/N=C1\CC2CC=CC12)c1ccc(O)cc1 (stereo not given)	4	0.4	0	1	-3	1	2	2	-2	-3
S=c1[nH]nc(-c2ccncc2)n1/N=C/C=C/c1ccco1	7	0.0	4	14	18*	17	4	19*	-1	0
CC(=O)C1=C(O)C(=O)N(CCc2ccccc2)C1c1ccccc1[N+](=O)[O-] (stereo not given)	3	0.1	6	2	3	0	4	12	-1	0
CC(C)Oc1ccc(C2CC(=O)N(c3cccc(/C=C/C(=O)O)c3)C2=O)cc1 (stereo not given)	-6	-0.6	0	-3	-1	0	4	0	2	-5
N#Cc1ccc(C(=O)OCC(=O)N2CCCC2)cc1	2	-0.3	5	2	3	-4	3	-1	2	-1
O=C(CCCOc1ccccc1)N1CCc2ccccc2C1	-2	-0.2	12	1	-3	-1	6	3	3	-4
CN(CCOc1ccc(Cl)cc1)C(=O)Cc1ccc(S(=O)(=O)N2CCOCC2)s1	4	0.3	-2	19	3	-2	1	-3	7	-6
O=C(Nc1ccnn1C1CCN(Cc2ccc(O)c(Cl)c2)CC1)C1CCCC1	9	-0.6	5	-3	6	-3	-8	1	-2	0
CC(C)COC(=O)N1CCCC(c2cc(C(=O)Nc3ccccc3Cl)no2)C1 (stereo not given)	5	-0.4	-4	10	-3	3	4	-5	2	5
OCCN1CCN(CC/C=C2/c3ccccc3Sc3ccc(Cl)cc32)CC1	-3	0.4	-6	2	4	8	1	-2	-3	5

New compounds follow:
SMILES	TDP2 inh	proKLK7 act	TCR-CD3 inh	UHRF1 binding	LEDGF integ inh	PRMT1 FP inh	DDE Tn7 FP inh	SIAE primary	DDE Tn6 FP inh	MBD2 inh
CCSc1oc(-c2ccccc2)nc1S(=O)(=O)c1ccccc1	-1	0.3	-4	-4	3	5	2	-2	1	-5
COc1ccc(NC(=O)CN2CCN(CC#N)CC2)cc1	-7	0.1	0	0	0	-5	1	1	-4	-1
CC(=O)Nc1nc2ncccn2c1-c1ccc(C(F)(F)F)cc1	4	18*	.	-2	4	6	2	5	-4	4
O=C(N/N=C/c1ccc2c(c1)OCO2)c1cc2ccccc2o1	-5	-0.3	-2	10	0	-6	-5	-1	-2	1
COc1ccc(-c2cn3c(n2)CCC3)cc1	-1	0.4	1	3	2	10	-6	0	0	-1
O=C(C1CCC(CNc2c(N3CCCCC3)c(=O)c2=O)CC1)N1CCN(C2CCCCC2)CC1 (stereo not given)	6	0.1	2	-1	0	-2	0	8	-6	1
Cc1c(C(=O)C(=O)NCc2cccs2)c2ccccc2n1C	7	-0.7	2	-1	1	4	4	-4	-3	2
CC[C@@H](C)C(N)c1cn([C@@H](CCC(=O)O)C(=O)N2CCNCC2)nn1 (stereo not given in full)	3	0.0	4	5	-1	3	-2	0	-3	-2
CC(C)(C)c1ccc(C(=O)NCCC(=O)Nc2ccc(S(=O)(=O)Nc3nccs3)cc2)cc1	-1	0.0	7	1	2	0	-3	2	-2	1
CCOC(=O)c1cccc(NC(=O)N[C@@H](C)C(=O)OC)c1	0	-0.5	3	2	-6	-2	7	4	6	1
Cc1ccccc1CSc1nnc(-c2cnccn2)n1C	-10	-0.2	-3	12	0	3	-5	-3	-2	8
CCc1ccc(Nc2nc(C)cc(C)c2C(N)=O)cc1	5	-0.2	9	-2	-2	0	-1	5	6	2
CCOC(=O)Cn1c(C(F)(F)F)nc2nc(Cl)c(Cl)nc21	9	34*	-6	5	0	3	5	4	6	5
CCn1c(=O)c(C(=O)CN(C)CC(=O)Nc2cccc(F)c2)c(N)n(Cc2ccccc2)c1=O	-11	0.3	-1	1	-4	3	-8	-10	-13	5
O=C(NCCc1ccccc1)c1n[nH]c(=O)c2ccccc12	4	-0.2	3	-3	1	1	-1	1	6	-1
COc1ccc(CN2CCNC(=O)C2CC(=O)NCCc2nc(C)c(C)s2)cc1C (stereo not given)	17	0.7	4	-3	1	1	-3	6	0	-2
Cc1ccccc1NC(=O)Cc1c(O)c2ccccc2[nH]c1=O	10	0.0	2	-1	-6	2	4	10	2	2
CCOC(=O)C1CCN(Cc2c(C(=O)N3CCOCC3)nc3c(C)cccn23)CC1	7	0.2	-8	2	-2	-2	2	12	-10	-2
CN(C)c1ccc(NC(=S)NCC2CCCO2)cc1 (stereo not given)	-5	-0.6	3	-3	-6	-2	1	1	1	-9
COc1cccc(OC)c1OCCOCCN1CCN(C)CC1	-5	-0.5	3	0	-1	-3	0	1	-2	2
O=C(NCc1ccco1)C1CCCN1S(=O)(=O)c1ccc2ccccc2c1 (stereo not given)	3	-0.5	6	-2	-3	3	5	8	1	-2
Cc1cccc(N2C(=O)CC(N3CCN(Cc4ccc(Cl)cc4)CC3)C2=O)c1 (stereo not given)	-3	0.4	-3	1	-1	4	5	1	0	-5
